From PubChem
PP1 inh: PP1-alpha (human) inhibition in PP5 counter-screen. purified PP1alpha, OMFP fluorescence. inhibition, % at 6.7 µM. actives 0.9% (n = 320,000);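 active = inhibition above the mean inhibition of all tested compounds plus 3 SD, computed separately for each screening campaign, cut at about 15% in these data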
Target sequence (P62136 whole entry, looked up): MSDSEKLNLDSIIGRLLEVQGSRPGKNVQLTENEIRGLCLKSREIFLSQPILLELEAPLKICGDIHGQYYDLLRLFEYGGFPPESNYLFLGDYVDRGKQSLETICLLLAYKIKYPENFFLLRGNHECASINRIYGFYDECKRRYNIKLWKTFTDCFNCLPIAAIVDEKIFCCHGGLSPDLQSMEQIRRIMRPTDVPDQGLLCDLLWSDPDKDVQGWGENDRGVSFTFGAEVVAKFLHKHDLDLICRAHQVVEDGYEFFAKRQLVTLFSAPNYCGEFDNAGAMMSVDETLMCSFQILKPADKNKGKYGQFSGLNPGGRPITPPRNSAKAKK
Efflux pump inh: antifungal efflux pump inhibition, Nile Red retention; S. cerevisiae Candida pump triplex; inhibition, % at 10 µM; actives 0.44% (n = 330,000);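 active = plate passing quality check with inhibition over a set limit, or well fluorescence over plate mean plus 4 SD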;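 also: Nile Red retained in pooled yeast measured as flow cytometry median fluorescence; 0% = buffer negative control and 100% = Enniatin B positive control; higher means more Nile Red kept so more efflux inhibition; some compounds called inactive have numbers as strong as hits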
TPT1 inhibitor: inhibitors of Candida albicans tRNA 2'-phosphotransferase TPT1; recombinant caTPT1, FP RNA substrate dephosphorylation; inhibition, % at 5 µM; actives 0.81% (n = 300,000); AID 1962;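 active = inhibition above the mean of all tested compounds plus 3 SD, set per screening campaign, cut at about 24% in these data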;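 also: plate controls were DMSO alone for no effect and ferristatin control at 100 nM for full effect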
PP5 inh: blocks human protein phosphatase 5 activity | P53041 | purified PP5c, OMFP substrate fluorescence | inhibition, % at 6.7 µM | actives 0.18% (n = 320,000) | AID 1987;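 active = inhibition above the campaign's mean inhibition across all tested compounds plus 3 SD, cut at about 9.5% in these data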;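 also: 0% = DMSO only and 100% = 100 µM cantharidin control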
Target sequence (P53041 whole entry, looked up): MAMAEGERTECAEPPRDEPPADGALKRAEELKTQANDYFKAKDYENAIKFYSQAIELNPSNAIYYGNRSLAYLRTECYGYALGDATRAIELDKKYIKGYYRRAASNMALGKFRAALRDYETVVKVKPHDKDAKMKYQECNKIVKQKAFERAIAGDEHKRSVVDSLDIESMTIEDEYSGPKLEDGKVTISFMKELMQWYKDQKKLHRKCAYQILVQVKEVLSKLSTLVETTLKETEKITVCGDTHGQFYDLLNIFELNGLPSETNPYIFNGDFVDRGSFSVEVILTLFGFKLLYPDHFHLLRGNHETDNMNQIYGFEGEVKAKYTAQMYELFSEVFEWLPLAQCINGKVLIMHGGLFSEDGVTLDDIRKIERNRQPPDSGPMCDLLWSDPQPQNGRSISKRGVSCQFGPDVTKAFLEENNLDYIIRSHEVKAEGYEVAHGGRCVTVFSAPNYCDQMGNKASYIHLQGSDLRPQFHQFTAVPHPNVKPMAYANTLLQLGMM
CTSL1 counter: cathepsin L1 inhibition, PFM18AAP counter-screen. recombinant F. hepatica cathepsin L1, Z-Leu-Arg-MCA fluorescence. inhibition, % at 5.96 µM. actives 0.49% (n = 300,000). AID 1906;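 active = inhibition above the mean of all tested compounds plus 3 SD, set per screening campaign, cut at about 17% in these data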;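 also: 0% = plate median of test compound wells and 100% = 1 µM Z-Phe-Ala-diazomethylketone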
PREPL inhibitor: human PREPL enzyme inhibition; recombinant PREPL, fluorescence polarization activity-based probe; actives 0.68% (n = 320,000); Q4J6C6; AID 2751; inhibition, % at 5.96 µM; in the data active = inhibition above about 43%;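 also: 0% = enzyme with DMSO and 100% = wells lacking enzyme; many of its hits are not listed in these tables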
ZTA DNA inh: blocks Epstein-Barr virus ZTA, an EBNA-1 counter-screen. ZTA-DNA binding, fluorescence polarization. actives 0.15% (n = 320,000). inhibition, % at 11 µM; in the data active = inhibition above about 33%
Target sequence (P03206 whole entry, looked up): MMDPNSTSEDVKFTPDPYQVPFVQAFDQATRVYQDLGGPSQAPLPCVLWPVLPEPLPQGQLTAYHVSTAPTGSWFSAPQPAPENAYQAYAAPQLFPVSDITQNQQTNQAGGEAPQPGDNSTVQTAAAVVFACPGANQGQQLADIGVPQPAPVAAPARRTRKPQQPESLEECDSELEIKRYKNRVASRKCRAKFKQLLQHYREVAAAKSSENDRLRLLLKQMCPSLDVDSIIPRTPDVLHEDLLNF
HCV core dimer: blocks dimerization of HCV core protein; TR-FRET GST/Flag-core106 dimerization, 1536-well; inhibition, % at 5 µM; actives 0.33% (n = 300,000); AID 1899;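 active = inhibition above the mean of all tested compounds plus 3 SD, set per screening campaign, cut at about 45% in these data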
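Assay system: Tagged HCV core106 pair (GST and Flag) | Buffer or medium: KF-containing HEPES buffer, pH 7.45, DTT, CHAPS, BSA | Also added: Eu donor and XL665 acceptor anti-tag antibodies | Dosing: One concentration, 5 µM, in 0.5% DMSO | Timing: 4 h at 22.5 °C | Technique: TR-FRET 671 and 617 nm emission | Repeats: Singlicate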
EBNA-1 inhibitor: blocks EBNA-1 binding to DNA; inhibition, % at 14.8 µM; EBNA-1 DNA binding, fluorescence polarization; actives 0.34% (n = 300,000); AID 1950; in the data active = inhibition above about 28%
Starred values were filed as active, the others as inactive; x = not tested or not shown. The list is partial; the hit share may differ from the screen's.

SMILES | PP1 inh | Efflux pump inh | TPT1 inhibitor | PP5 inh | CTSL1 counter | PREPL inhibitor | ZTA DNA inh | HCV core dimer | EBNA-1 inhibitor
C=CCn1c(CC(=O)Nc2ccc(C)cc2C)nnc1SCC(=O)N1CCOCC1 | -1 | 0.0 | -2 | 0.9 | -3 | 11 | -10 | -6 | -4
Cc1ccc(NC(=O)C2(NC(=O)c3cccc(N4C(=O)CSC4c4ccccc4)c3)CCCCC2)cc1 (centres undefined) | 4 | -0.1 | -1 | 3.4 | -1 | -16 | -20 | 18 | 1
O=C(CN(Cc1ccccc1C(F)(F)F)C(=O)CNC(=O)c1ccco1)NC1CCCC1 | -3 | 0.2 | -3 | 4.4 | -1 | 7 | -2 | -6 | -5
CN(Cc1cccc(F)c1)C(=O)CN1C(=O)NC2(CCc3ccccc32)C1=O (centres undefined) | -1 | 0.1 | x | 2.2 | x | 20 | -22 | x | x
CCCc1ccc(-c2cc(C(=O)NCCc3ccc(S(N)(=O)=O)cc3)c3ccccc3n2)cc1 | 3 | 0.2 | -2 | 6.0 | 6 | -1 | -1 | 18 | -3
COc1ccccc1N1CCN(CC(=O)Nc2ccccc2C(=O)NCCc2ccccc2)CC1 | -2 | 0.4 | x | 4.0 | x | 0 | 3 | x | x
CSc1ncccc1C(=O)Nc1ccc(C)cn1 | -1 | -0.3 | -2 | -0.6 | 0 | 2 | -11 | 1 | -3
CCc1ccc(C(=O)NC(=S)NCc2cccnc2)cc1 | 1 | -2.4 | 2 | 0.9 | -1 | -11 | 7 | 0 | 3
CC(C)Nc1nnc(SCC(=O)Nc2ccc(F)cc2)s1 | -2 | 0.0 | -1 | 2.4 | -1 | -26 | 3 | 10 | -7
CC(=O)NCCNC(=O)c1ccc(Sc2ccccc2)c([N+](=O)[O-])c1 | -1 | -0.1 | -1 | 0.9 | 0 | 7 | -7 | 0 | -4
COc1cc(OC)cc(C(=O)N2CCN(c3ncccn3)CC2)c1 | -2 | 0.0 | -4 | 3.8 | -7 | -3 | -17 | 5 | 7
Cc1ccccc1-c1nc(CSc2nc3c(c(=O)[nH]2)CCC3)c(C)o1 | -1 | 0.5 | 4 | 1.1 | -1 | -9 | 1 | 7 | -8
CCOc1ccccc1OCC(=O)Nc1ccc(S(=O)(=O)Nc2nc(C)cc(C)n2)cc1 | 3 | -0.3 | 1 | 1.4 | 3 | 1 | -8 | -10 | -2
CC(C)(C)C(=O)N1CCN(c2nc3ccc(Br)cc3s2)CC1 | -1 | -0.2 | -3 | 3.4 | 2 | 19 | 1 | 3 | 9
Cn1c(CSCc2ccc(Cl)c(Cl)c2)n[nH]c1=S | -7 | 0.0 | -1 | -2.2 | 5 | 0 | 3 | -4 | -4
O=C(NCc1ccccn1)C1(C(F)(F)F)C/C(=C\CCO)CCCO1 (centres undefined) | 0 | 0.0 | -6 | 0.8 | 2 | 17 | -8 | -13 | 0
Cn1c2[n+](c3ccc(Cl)cc3c1=O)Cc1ccccc1-2 | 0 | 0.1 | 2 | 4.6 | 1 | 30 | 1 | -3 | -1
CCOC(=O)C1CCN(C(=S)Nc2ccc(CC)cc2)CC1 | -2 | 0.0 | -2 | -0.5 | 0 | 15 | -26 | -2 | 1
CC(CCc1ccccc1)NC(=O)CSc1nccc(=O)[nH]1 (centres undefined) | 2 | 0.1 | -4 | 0.3 | -4 | -1 | 11 | -2 | -2
Cc1cc(NCCC(C)C)n2nc(C)c(-c3ccccc3)c2n1 | -4 | 0.0 | 1 | 2.1 | 4 | 15 | 7 | 1 | -4

Random excerpt: two compounds from above.
SMILES | PP1 inh | Efflux pump inh | TPT1 inhibitor | PP5 inh | CTSL1 counter | PREPL inhibitor | ZTA DNA inh | HCV core dimer | EBNA-1 inhibitor
CC(C)(C)C(=O)N1CCN(c2nc3ccc(Br)cc3s2)CC1 | -1 | -0.2 | -3 | 3.4 | 2 | 19 | 1 | 3 | 9
Cc1ccccc1-c1nc(CSc2nc3c(c(=O)[nH]2)CCC3)c(C)o1 | -1 | 0.5 | 4 | 1.1 | -1 | -9 | 1 | 7 | -8

More records.
SMILES | PP1 inh | Efflux pump inh | TPT1 inhibitor | PP5 inh | CTSL1 counter | PREPL inhibitor | ZTA DNA inh | HCV core dimer | EBNA-1 inhibitor
O=C1CC(c2ccccc2)c2cc(O)ccc2O1 (centres undefined) | -3 | 0.0 | 2 | 1.9 | 2 | 8 | 13 | -5 | -7
COc1ccccc1Nc1nc(NCCC(C)C)nc(N)c1[N+](=O)[O-] | 0 | -0.1 | 1 | 1.6 | 2 | 7 | 4 | 4 | 12
Cc1ccc(S(=O)(=O)N2CCOC2CNC(=O)C(=O)NCCN2CCOCC2)cc1 (centres undefined) | -4 | 0.0 | -4 | -1.2 | 5 | 7 | -11 | -11 | 9
Cc1ccc(-c2nnc(SCC(=O)N/N=C/c3ccc(C(=O)O)cc3)n2C2CCCCC2)cc1 | 1 | 0.2 | 1 | -0.4 | -2 | -6 | -2 | 13 | -3
COc1cccc(C(=O)N(CN2CCCC2=O)c2cc(C)on2)c1 | -4 | 0.0 | -2 | 0.7 | 1 | 3 | 12 | 1 | 3
Cc1noc(C)c1COc1ccccc1C(=O)NCCc1ccc(Cl)cc1 | -5 | 0.2 | 1 | 0.9 | -3 | 7 | 9 | -2 | 1
Cc1cc(Br)ccc1S(=O)(=O)n1ccnc1C | 4 | -0.1 | -3 | -3.8 | -3 | -3 | -4 | -1 | 4
COc1ccc(-c2[nH]ncc2CNC(C)CCn2cccn2)c(F)c1 (centres undefined) | 0 | 0.3 | -3 | -0.6 | 0 | 2 | -7 | 2 | -1
O=C(CCc1ccccc1)N1CCCC1 | -1 | 0.0 | -1 | -0.8 | -14 | 2 | 8 | 8 | 14
O=C(CN1CCN(CC(=O)c2ccc(F)cc2)CC1)Nc1ccccc1Cl | 4 | -0.1 | -3 | 1.6 | 1 | 5 | 11 | 4 | 6

An excerpt from above in order of the PP5 inh value, largest number first:
canonical_smiles	PP5 inh
COc1ccccc1Nc1nc(NCCC(C)C)nc(N)c1[N+](=O)[O-]	1.6
Cc1noc(C)c1COc1ccccc1C(=O)NCCc1ccc(Cl)cc1	0.9
Cc1ccc(-c2nnc(SCC(=O)N/N=C/c3ccc(C(=O)O)cc3)n2C2CCCCC2)cc1	-0.4
Cc1ccc(S(=O)(=O)N2CCOC2CNC(=O)C(=O)NCCN2CCOCC2)cc1 (centres undefined)	-1.2
Cc1cc(Br)ccc1S(=O)(=O)n1ccnc1C	-3.8

Continued:
SMILES | PP1 inh | Efflux pump inh | TPT1 inhibitor | PP5 inh | CTSL1 counter | PREPL inhibitor | ZTA DNA inh | HCV core dimer | EBNA-1 inhibitor
COc1ccc(OC)c(S(=O)(=O)NC2CC(=O)N(c3ccc(C)c(C)c3)C2)c1 (centres undefined) | -4 | -0.1 | -4 | 4.4 | -1 | -11 | -8 | 0 | 6
Cc1ccc(/C=N/n2c(C)cc(C)c(C#N)c2=O)cc1 | -3 | 0.0 | -4 | 0.1 | -3 | 5 | -9 | -10 | 12
CSc1ncccc1C(=O)OCC(=O)NC(C)(C)C | -1 | 0.0 | 0 | -3.4 | -1 | -4 | 2 | 3 | 7
CCC(C(=O)NCCCN(CC)Cc1ccccc1)n1nc(C)c2sc3ccccc3c2c1=O (centres undefined) | -2 | -0.2 | 0 | 1.7 | -1 | -18 | -12 | 1 | -10
CCOC(=O)CN(C(=O)c1snc(C(N)=O)c1N)C(C(=O)NCCC(C)C)c1ccc(F)cc1 (centres undefined) | 0 | 0.3 | 2 | 3.3 | 5 | 4 | -14 | -4 | -1
O=C(NCc1ccccc1)c1ccc(CS(=O)Cc2ccc(Cl)cc2)o1 (centres undefined) | -3 | 0.1 | 1 | -3.7 | -3 | 6 | -11 | 0 | -15
COc1cccc(NC(=O)CN(C)C(=O)CCNC(=O)c2ccc(Br)cc2)c1 | 2 | 0.0 | 0 | 0.6 | -2 | 3 | 2 | -1 | 6
Cc1cc(NC(=O)c2ccc3c(c2)C(=O)N(CC(C)C)C3=O)no1 | -4 | 0.1 | -4 | 2.5 | 3 | -3 | -3 | -2 | -9
O=C1COc2ccc(S(=O)(=O)N3CCC(C(=O)NCc4ccccc4)CC3)cc2N1 | -3 | -0.1 | -4 | 1.0 | 1 | 3 | 16 | 5 | 3
S=c1[nH]nc(COc2ccccc2)n1/N=C/c1ccncc1 | 0 | 0.2 | -1 | -1.0 | 1 | 1 | 7 | 8 | 9
Cc1nnc(SCC(=O)Nc2cccc(S(=O)(=O)N(C)c3ccccc3)c2)s1 | -3 | 0.0 | -5 | -1.0 | 0 | -27 | 2 | -3 | 6
CCCCCCCCCCOC(=O)Cn1c(COc2cccc(OC)c2)[n+](C)c2ccccc21 | 33* | 0.9 | -3 | 3.1 | 6 | -57 | 10 | 0 | 0
CCCCNc1nc(NC)nc(Cl)c1SC | 7 | 0.1 | -7 | 2.3 | 0 | -2 | -27 | -9 | -11
COCc1cccc(C(=O)NC(c2ccccc2)c2ccccc2)c1 | -1 | 0.0 | -1 | 0.7 | 5 | 8 | 10 | 10 | 9
COc1ccccc1C(O)(C(=O)NN(C(=O)c1ccccc1)c1ccccc1C)c1cccs1 (centres undefined) | -3 | -0.1 | -5 | -0.5 | 1 | -6 | 23 | 2 | 7
Cc1nn(C(=O)c2ccco2)c(C)c1Sc1ccc([N+](=O)[O-])cc1 | -3 | -0.3 | 0 | 1.5 | 1 | -12 | 5 | 8 | 2
CC(C)CCN1CCC(n2nccc2NC(=O)c2ccc3c(c2)OCO3)CC1 | -4 | -0.1 | 0 | -2.2 | -1 | 4 | 2 | -3 | -17
O=C(NCc1cccs1)C1CCN(c2ccc(S(=O)(=O)N3CCOCC3)cc2Cl)CC1 | -2 | 0.6 | 1 | 3.3 | 5 | 10 | -27 | 1 | -5
COC(=O)C1(O)CC(C(C)C)=NN1C(=O)c1ccc(Cl)cc1 (centres undefined) | 0 | -0.1 | 2 | 2.4 | 1 | -13 | -18 | 0 | 4
CCOCC(=O)Nc1nnc(COCC)s1 | -2 | 0.0 | 0 | 3.7 | 0 | 1 | -7 | -1 | -8
O=C(CSc1nnc(COc2ccc(Cl)cc2)o1)N1CCOCC1 | -3 | 0.0 | 2 | 0.5 | 2 | 1 | -4 | -1 | 3
CCNC(=S)N/N=C/c1ccc(OCC(=O)Nc2ccc(C)cc2)cc1 | 5 | -0.1 | -3 | 3.4 | -2 | 3 | -12 | 5 | -7
C=CCN(C(=O)c1csnn1)C(C(=O)NCc1ccc(F)cc1)c1sccc1C (centres undefined) | -2 | 0.0 | -4 | -0.5 | -1 | 2 | -3 | -1 | -3
O=S(=O)(c1ccc2ccccc2c1)N1CCN(Cc2ccccn2)CC1 | -1 | 0.2 | -5 | 3.2 | 2 | 11 | 1 | -1 | -6
Cc1cc(NC(=O)C2C3C(=O)N(Cc4ccc(Cl)cc4)C(C(=O)NC4CCCCC4)C34C=CC2(C)O4)no1 (centres undefined) | -4 | 0.1 | -2 | 0.9 | 2 | 9 | 8 | 2 | 6
O=C(NCc1ccccc1)C(=O)NCC1COc2ccccc2O1 (centres undefined) | 1 | 0.4 | -4 | 0.9 | -1 | -20 | -1 | -4 | 13
CCOC(=O)Nc1ccc(=O)n(Cc2c(Cl)cccc2Cl)c1 | 2 | -0.1 | -1 | 2.9 | 0 | -10 | 2 | -6 | 6
Cc1ccc(C(=O)NC(C)c2ccc3c(c2)OCO3)s1 (centres undefined) | -2 | -0.1 | 0 | -1.4 | 2 | 1 | 1 | 4 | 6
CCn1c(COc2ccccc2Cl)nnc1SCC(=O)Nc1ncccc1C | 5 | -0.1 | -5 | -1.0 | 1 | -3 | 3 | 15 | 6
O=c1[nH]c2ccccc2nc1NCc1ccccc1 | 2 | 0.1 | 1 | 3.4 | -1 | 3 | -10 | -9 | 4
Cc1cccc(C)c1NC(=O)C(c1ccc([N+](=O)[O-])cc1)N1CCCCC1 (centres undefined) | -1 | 0.0 | 1 | 0.9 | 0 | -10 | 2 | -4 | -6
